# Screening results from PubChem BioAssay.
# Diaph act CS – activates diaphorase or chemically reduces, flagging diaphorase assay artifacts. Diaphorase/resazurin coupled assay, resorufin fluorescence, 16 min; stronger effect = higher value; 1 = vehicle wells, 0 = NADH-free wells. activation factor at 20 µM. 0.005% of 190,000 active. AID 1229;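 active = diaphorase activity raised at least twofold by the compound at 20 µM; inactive = activation factor below 2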
#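 Assay system: Purified diaphorase enzyme from Clostridium kluyveri | Amount: Enzyme 0.07 U/mL final | Dosing: Compound 20 µM once, DMSO 1% | Timing: 16 min reaction at room temperature | Detection: Fluorescence, excitation 544 nm and emission 590 nm | Evaluation: Higher resorufin formation from activation or reduction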
# FLuc act counter – firefly luciferase counter-screen for stimulation assays | ATPlite luciferase biochemical, luminescence, 10 min; 0 = ATP-free wells, 1 = DMSO control | activation factor at 10 µM | 200,000 tested, under 10 active | AID 1027;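 active = luciferase activation factor, scaled between plate controls, of at least 2 with compound at 10 µM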
# Target sequence (P08659 whole entry, looked up): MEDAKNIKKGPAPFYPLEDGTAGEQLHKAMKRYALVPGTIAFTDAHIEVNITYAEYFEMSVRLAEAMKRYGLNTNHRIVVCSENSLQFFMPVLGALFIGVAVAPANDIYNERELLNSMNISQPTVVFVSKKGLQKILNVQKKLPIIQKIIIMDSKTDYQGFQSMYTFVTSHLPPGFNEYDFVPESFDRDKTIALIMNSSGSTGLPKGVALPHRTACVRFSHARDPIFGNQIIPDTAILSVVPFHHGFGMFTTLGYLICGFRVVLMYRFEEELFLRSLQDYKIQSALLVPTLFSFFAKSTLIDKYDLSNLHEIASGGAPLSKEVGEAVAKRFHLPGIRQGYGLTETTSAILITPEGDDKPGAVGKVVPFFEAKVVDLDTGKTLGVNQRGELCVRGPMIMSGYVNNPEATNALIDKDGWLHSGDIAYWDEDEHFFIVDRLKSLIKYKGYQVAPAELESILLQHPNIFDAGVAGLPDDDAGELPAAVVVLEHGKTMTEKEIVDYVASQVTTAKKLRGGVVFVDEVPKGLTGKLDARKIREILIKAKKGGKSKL
#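 Assay system: Luciferase/luciferin detection reagent, cell-free biochemical luciferase assay / Read-out: luciferase activation / Benchmarks: No-ATP low control, compound-free enzyme-plus-ATP high control / Medium: PBS buffer for ATP / Detection: luminescence measurement of luciferase light output / Schedule: 10 min at ambient temperature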
# G6PDH CS – inhibits Leuconostoc G6PDH, flagging false hits in G6PDH-based assays | 0.12% of 200,000 active | inhibition, % at 5 µM | Purified L. mesenteroides G6PDH, diaphorase/resazurin coupled fluorescence, 45 min | AID 1020; in the data active = inhibition above about 50%
# TNAP act hi DEA – TNAP (human) activation, high acceptor. activation factor at 20 µM. 200,000 tested, under 10 active. purified TNAP, CDP-star luminescence, 1 M DEA, 30 min; stronger effect = higher value; 0 = EDTA background, 1 = DMSO-only activity. P05186;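 active = activation factor at least 2 at 20 µM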
#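 Measured by: Luminescent substrate turnover signal | Test system: Human TNAP | Input: TNAP 1/800 final | Dosing: 20 µM single point | Schedule: 30 min, room temperature | Controls: EDTA wells as negative control, DMSO wells as positive control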
# PMI activator – phosphomannose isomerase (human) activation; activation factor at 20 µM; 0.005% of 190,000 active; purified human PMI, coupled resazurin fluorescence, 20 min; stronger effect = higher value; 1 = vehicle control, 0 substrate-free wells; AID 1214;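 active = activation factor of 2 or more at 20 µM, relative to plate controls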
# Target sequence (P34949 whole entry, looked up): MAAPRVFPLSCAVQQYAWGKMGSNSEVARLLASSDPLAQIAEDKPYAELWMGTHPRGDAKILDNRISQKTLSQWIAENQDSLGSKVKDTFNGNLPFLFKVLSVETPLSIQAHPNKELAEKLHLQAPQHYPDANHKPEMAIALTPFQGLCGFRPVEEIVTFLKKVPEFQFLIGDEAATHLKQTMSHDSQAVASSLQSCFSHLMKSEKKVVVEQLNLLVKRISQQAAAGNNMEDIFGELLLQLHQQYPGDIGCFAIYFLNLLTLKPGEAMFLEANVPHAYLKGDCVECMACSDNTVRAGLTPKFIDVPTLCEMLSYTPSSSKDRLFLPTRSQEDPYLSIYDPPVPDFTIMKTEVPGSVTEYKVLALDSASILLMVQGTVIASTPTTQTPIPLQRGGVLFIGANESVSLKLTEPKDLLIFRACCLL
# Diaphorase inh – counter-screen for diaphorase-based assays: diaphorase inhibitors and chemical oxidizers. diaphorase resazurin-to-resorufin fluorescence, NADH, 16 min; bacterial (C. kluyveri) enzyme, not human. inhibition, % at 20 µM. 0.69% of 190,000 active. AID 1217;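 active = primary screen inhibition at 20 µM above a set limit, cut at about 50% in these data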;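 note: plate controls were DMSO with full reaction for no effect and wells lacking NADH for full effect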
#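 Test system: diaphorase enzyme from Clostridium kluyveri; amount: diaphorase at 0.14 U/mL in enzyme working solution; detection: fluorescence of resorufin formed from resazurin, Ex 544/Em 590 nm; times: reaction incubation of 16 min at room temperature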
# PMI act hi M6P – activators of human phosphomannose isomerase at near-saturating mannose 6-phosphate | P34949 | 0.34% of 190,000 active | coupled PMI enzyme assay, resazurin fluorescence, 20 min; stronger effect = higher value; 1 = untreated enzyme, 0 = substrate-free blank | AID 1216 | activation factor at 20 µM;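 active = activation factor of 2 or more at 20 µM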
#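 Material: human phosphomannose isomerase with PGI, G6PDH, diaphorase coupling enzymes. Quantity: 15 ng/mL PMI. Medium: HEPES pH 7.4 buffer with MgCl2 and Tween-20. Reagent: Near-saturating mannose-6-phosphate, 1.0 mM. Compound: 20 µM single dose. Times: enzyme reaction with compound 20 min at room temperature. Detection: resorufin fluorescence at Ex 544/Em 590 nm.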
# TNAP inh no acc – TNAP (human) inhibition, acceptor-free conditions; P05186; purified TNAP, CDP-star luminescence, 30 min; inhibition, % at 20 µM; 0.26% of 200,000 active; AID 1012;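 active = tissue-nonspecific alkaline phosphatase inhibition above about 50% at 20 µM in the single-dose screen, limit read from the data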;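 note: 0% = DMSO negative control and 100% = EDTA positive control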
# TNAP inh hiacc – TNAP (human) inhibition, high acceptor. purified TNAP, CDP-star luminescence, 1 M DEA. inhibition, % at 20 µM. P05186. AID 1135. 0.03% of 200,000 active;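 active = over 50% inhibition of tissue-nonspecific alkaline phosphatase at 20 µM in the single-dose screen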;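 note: plate controls were DMSO wells for no effect and EDTA-quenched wells as full inhibition for full effect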
# Efa HMGR inh – E. faecalis class II HMG-CoA reductase inhibition; purified E. faecalis HMGR, NADPH absorbance 340 nm kinetic; inhibition, % at 10 µM; 0.41% of 190,000 active; AID 1066;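 active = inhibition above a set limit, the median over all tested compounds plus 3 SD, cut at about 9.5% in these data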;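 note: enzyme runs in reverse so mevalonate oxidation gives rising NADPH absorbance; 0% = complete reaction with DMSO and 100% = background rate lacking mevalonate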
# The depositor's hits bear a star; · = no result given. Hits appear at their usual frequency (roughly 1.7% active in at least one column).
SMILES	Efa HMGR inh	PMI activator	TNAP inh no acc	TNAP act hi DEA	PMI act hi M6P	TNAP inh hiacc	FLuc act counter	Diaphorase inh	G6PDH CS	Diaph act CS
CC(C)(C)Cc1nnc(NS(=O)(=O)Cc2ccccc2)s1	1	1	-12	1.1	1	-7	1	6	5	0.9
CSc1cccc(NC(=S)N2CCC(N(C)C3CCCCC3C)CC2)c1 (stereo not drawn)	-3	1	-16	1	1	2	1.1	6	2	0.9
CCSc1nnc(Nc2ccccc2)s1	-7	0.8	-3	1	0.8	-4	0.9	30	3	0.7
CC(C)Oc1cccc(C(=O)C2CCCN(Cc3cccn3-c3ccccn3)C2)c1 (stereo not drawn)	-2	1	-7	1.1	1.1	-6	1	3	7	1
O=C(O)C1CC(=O)n2c(nc3ccccc32)S1 (stereo not drawn)	-3	0.8	-3	1	1	-3	1	8	14	0.9
CCCC(C)C(=O)Nc1cccc(NC(C)=O)c1 (stereo not drawn)	0	0.9	-4	1	0.9	1	1	5	8	1
COc1cc(CC(=O)Nc2cc(S(C)(=O)=O)ccc2Cl)cc(OC)c1OC	-6	1.2	11	1	1.1	-4	1	-9	16	1.1
Cc1ccccc1C1NC(=S)NC2=C1C(=O)CCC2 (stereo not drawn)	1	1	-9	1	1	0	1	6	2	0.9
CC1CCN(c2ccc(C(=O)NCCc3ccccc3)cn2)CC1	-5	1	-18	1	1	-5	1	11	4	0.9
COc1ccc2nc(C)cc(SCC(=O)OC(C)C)c2c1	-5	0.9	-8	1	1	-3	1	-4	6	1
N#CCCSCc1ccc(OCC(=O)O)cc1	-1	1.1	-3	1.1	1.1	-6	1	-10	23	1.1
C(=C\CSc1nnnn1-c1ccccc1)/CSc1nnnn1-c1ccccc1	4	0.9	-7	1.1	0.9	-8	1.1	19	-3	0.8
O=C(NNC1=NS(=O)(=O)c2ccccc21)c1ccc(Cl)cc1	2	1	-10	1.1	1	-6	0.2	13	2	0.9
COc1ccc(C(=O)NCCn2ccc3ccccc32)cc1OC	-9	0.9	-12	1	1	-2	1	6	-12	0.9
Cc1sc2nc[nH]c(=S)c2c1-c1ccccc1	-5	1	-97	1	1.1	-4	1.1	82*	-8	0.2

# Whole records, looked up by structure. Screens in order: Efa HMGR inh | PMI activator | TNAP inh no acc | TNAP act hi DEA | PMI act hi M6P | TNAP inh hiacc | FLuc act counter | Diaphorase inh | G6PDH CS | Diaph act CS
# Entry for N#CCCSCc1ccc(OCC(=O)O)cc1 → -1 | 1.1 | -3 | 1.1 | 1.1 | -6 | 1 | -10 | 23 | 1.1
# Entry for C(=C\CSc1nnnn1-c1ccccc1)/CSc1nnnn1-c1ccccc1 → 4 | 0.9 | -7 | 1.1 | 0.9 | -8 | 1.1 | 19 | -3 | 0.8
# Entry for CC1CCN(c2ccc(C(=O)NCCc3ccccc3)cn2)CC1 → -5 | 1 | -18 | 1 | 1 | -5 | 1 | 11 | 4 | 0.9

# Reformatted: results already given.
> C(=C\CSc1nnnn1-c1ccccc1)/CSc1nnnn1-c1ccccc1
  Efa HMGR inh: 4	PMI activator: 0.9	TNAP inh no acc: -7	TNAP act hi DEA: 1.1	PMI act hi M6P: 0.9	TNAP inh hiacc: -8	FLuc act counter: 1.1	Diaphorase inh: 19	G6PDH CS: -3	Diaph act CS: 0.8

> O=C(NNC1=NS(=O)(=O)c2ccccc21)c1ccc(Cl)cc1
  Efa HMGR inh: 2	PMI activator: 1	TNAP inh no acc: -10	TNAP act hi DEA: 1.1	PMI act hi M6P: 1	TNAP inh hiacc: -6	FLuc act counter: 0.2	Diaphorase inh: 13	G6PDH CS: 2	Diaph act CS: 0.9

# The results go on:
SMILES	Efa HMGR inh	PMI activator	TNAP inh no acc	TNAP act hi DEA	PMI act hi M6P	TNAP inh hiacc	FLuc act counter	Diaphorase inh	G6PDH CS	Diaph act CS
N#CCCN1CCN(S(=O)(=O)c2ccc(S(=O)(=O)N3CCCC3)cc2)CC1	0	1	-8	1	0.9	-4	1.1	12	-14	0.9
CC1CCCCN1C(=O)CSc1nnc(-c2ccco2)n1CC1CCCO1 (stereo not drawn)	·	1.1	-10	1	1	-4	1	16	7	0.8
O=C(NCc1nc(-c2ccccc2)no1)c1ccc(Br)o1	-2	0.9	-7	1	0.9	-2	1	8	1	0.9
O=c1c2c3c(sc2ncn1/N=C/c1ccco1)CCCC3	-3	0.9	-9	1	1	-4	0.9	9	-3	0.9
O=C(c1cccc(C(=O)N2CCN(c3ccccc3)CC2)c1)N1CCN(c2ccccc2)CC1	-2	1.4	1	1	1.7	-2	1.1	18	-12	0.8
COc1ccc(-c2nc3ccccc3n2OCC(=O)O)cc1	-4	1	-5	1	1.1	-1	0.3	3	4	1
Cc1ccc2c(c1)N(CC(=O)NCC1CCCO1)C(=O)C(C)O2 (stereo not drawn)	-1	1	-12	1.1	1	-6	1	4	-2	1
CCn1cc(C(=S)N2CCC(C(N)=O)CC2)c2ccccc21	-5	1	2	1	1	-2	1.1	13	2	0.9
OC(CN1C2=NCCN2c2ccccc21)c1ccc2c(c1)OCO2 (stereo not drawn)	-5	1	-7	1	1	-5	1.1	13	0	0.9
CC1(C)CC(=O)C(/C=N/n2c(C(F)(F)F)nc3ccccc3c2=O)=C(O)C1	1	1.4	-32	1.1	1.3	-10	1.1	7	-4	0.9
CC(=O)c1cc(-c2ccccc2)n(CCC(=O)NC2CCC(C)CC2)c1C (stereo not drawn)	-5	0.9	-8	1.1	0.9	-5	1	15	6	0.8
Cc1cc(NC(=O)c2ccc(F)cc2)n(CCOC(=O)c2ccc(F)cc2)n1	-3	1	-3	1	1.2	4	1	1	9	1
Cc1ccc(C(=O)N2CCOCC2)c(F)c1F	-7	1	3	1	0.9	0	1	-9	6	1.1
COc1ccc(C2c3c(ncn(CCN4CCOCC4)c3=N)Oc3ccc4ccccc4c32)cc1OC (stereo not drawn)	-2	1	-4	1	1	1	1	-6	-2	1.1
Cc1cc(N/C=C/C(=O)c2cccc3ccccc23)no1	0	1	-7	1	1	-4	1.1	12	0	0.9

SMILES	Efa HMGR inh	PMI activator	TNAP inh no acc	TNAP act hi DEA	PMI act hi M6P	TNAP inh hiacc	FLuc act counter	Diaphorase inh	G6PDH CS	Diaph act CS
CCOc1cc(N2CCOCC2)c(OCC)cc1NC(=O)COc1cccc2cccnc12	-5	1	4	1	0.8	-3	1.1	6	14	0.9
Cc1cc2ncn(/N=C/c3cccnc3)c2cc1C	-2	1.1	15	0.9	1	6	1	2	14	1
Cc1ccc(N/C=C2/Sc3ccccc3NC2=O)cc1	1	1	-6	1	1	0	0.8	18	1	0.8
CCOC(=O)c1c(NC(=O)N/N=C/c2ccccc2OCC)sc(C(C)=O)c1C	-4	1	-206	1.3	1.1	-31	1.1	0	-9	1
Nc1nc(SCCO)[nH]c(=O)c1NC(=O)c1ccccc1F	2	1.1	42	1	1.1	-4	1.1	8	6	0.9
Cc1ccc(S(=O)(=O)NNC(=O)C(O)(c2ccccc2C)c2ccccc2C)cc1	-3	0.8	-21	1	1	0	1.1	13	6	0.9
CC(C)(C)NS(=O)(=O)c1ccc(CCC(=O)NCc2cccnc2)cc1	1	1	-15	1	1	-2	1	12	-4	0.9
O=C(/C=C1\NC2(CCCC2)Cc2ccccc21)N1CCOCC1	-3	1.1	-1	1	1.3	3	1	16	8	0.8
CC1(C)CC(=O)C(C=Nc2ccccc2)=C(O)C1	1	1.1	-1	1	1.1	2	0.9	-5	1	1
COc1cc(NC(=O)COC(=O)c2ccc(S(=O)(=O)N3CC(C)CC(C)C3)cc2)c(C)cc1[N+](=O)[O-] (stereo not drawn)	-1	0.7	-7	1	0.9	-1	1	-2	-10	1
Cc1c(-c2cc[n+]([O-])cc2)oc2ccc(Br)cc2c1=O	-2	0.9	-12	1.1	0.9	-9	1.1	13	10	0.9
COc1ccc(C)cc1N(CC(=O)N/N=C/c1ccccc1C(=O)O)S(=O)(=O)c1ccccc1	4	1	-4	1	1.1	0	1	7	4	0.9
CN(C)/C=C1\C(=O)N(c2ccc(Cl)cc2)CS1(=O)=O	0	1	-6	1	1	2	0.7	2	0	1
CCN(CC)c1ccc(C(=O)OCC(=O)Nc2ccc3[nH]c(=O)[nH]c3c2)cc1	-7	0.9	-9	1	0.8	-3	1	21	6	0.8
O=C(Oc1ccc(F)cc1C(=O)/C=C/c1cccs1)c1cccc([N+](=O)[O-])c1	0	0.9	-7	1	0.9	1	1	18	0	0.8
CCOC(=O)c1c(-c2cccs2)csc1NC(=O)CN1CCOCC1	-1	0.9	0	1	1	0	1.1	9	-10	0.9
COc1ccc(C=O)cc1Cn1c(C)cc(C)c(C#N)c1=O	-4	1.2	1	1	1	2	1	6	1	0.9
O=C(N/N=C/c1cccc([N+](=O)[O-])c1)c1ccc(COc2ccccc2-c2ccccc2)cc1	5	0.9	0	0.9	1	5	1.1	10	-22	0.9

# Three compounds picked at random from those above, as already listed:
SMILES	Efa HMGR inh	PMI activator	TNAP inh no acc	TNAP act hi DEA	PMI act hi M6P	TNAP inh hiacc	FLuc act counter	Diaphorase inh	G6PDH CS	Diaph act CS
CCOC(=O)c1c(NC(=O)N/N=C/c2ccccc2OCC)sc(C(C)=O)c1C	-4	1	-206	1.3	1.1	-31	1.1	0	-9	1
COc1ccc(C2c3c(ncn(CCN4CCOCC4)c3=N)Oc3ccc4ccccc4c32)cc1OC (stereo not drawn)	-2	1	-4	1	1	1	1	-6	-2	1.1
CCOc1cc(N2CCOCC2)c(OCC)cc1NC(=O)COc1cccc2cccnc12	-5	1	4	1	0.8	-3	1.1	6	14	0.9
